PAX8 reporter: inhibitors of PAX8-driven TPO luciferase reporter, primary screen, RMG-I cells, single concentration | SteadyGlo, 24 h | inhibition, % at 12.6 µM | 1.2% of 360,000 active;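 active = mean replicate inhibition at least 60% with every replicate also reaching 60%; inconclusive = only one of the two criteria is met; inactive = mean below 60% and not all replicates reaching 60%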;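 also: luciferase light reporting Pax8 driven TPO promoter activity; plate controls were median of neutral control wells for no effect and mitoxantrone controls for full effect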
DENV2 CPE rescue: inhibitors of DENV2 cytopathic effect, primary screen, cell-based, plate reader, single concentration; DENV2-infected cells, cytopathic effect rescue; CPE inhibition, % at 9.99 µM; 1.7% of 350,000 active; in the data active = CPE inhibition above about 20%, passing the limit was not always enough; inconclusive = no clear call, values can overlap the other calls; tested in BHK-21 cells;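 also: 0% = median of neutral control wells and 100% = median of positive control wells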
Casp6 inh: human caspase-6 inhibitors, primary screen, biochemical, VEID-R110 fluorescence, single point, set 2; P55212; purified caspase-6, Z-VEID-R110 cleavage fluorescence; inhibition, % at 12.5 µM; 0.53% of 350,000 active;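 active = mean inhibition across replicates at least about 35%, with every replicate also reaching that limit, limit read from the data; inconclusive = only one of the two criteria met; inactive = neither criterion met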;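 also: 0% = median of neutral control wells and 100% = no fluorescence left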
Target sequence (P55212 24-179 limits assumed): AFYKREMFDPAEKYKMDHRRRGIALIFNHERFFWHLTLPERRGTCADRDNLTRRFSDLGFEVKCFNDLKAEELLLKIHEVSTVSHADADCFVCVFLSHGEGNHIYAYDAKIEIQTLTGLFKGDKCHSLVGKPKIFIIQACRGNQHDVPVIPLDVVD
Target sequence (P55212 194-293 limits assumed): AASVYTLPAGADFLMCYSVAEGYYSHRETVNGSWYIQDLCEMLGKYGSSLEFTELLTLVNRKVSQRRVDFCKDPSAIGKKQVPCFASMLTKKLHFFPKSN
LGR2 inh: inhibitors of bursicon-induced LGR2 CRE-luciferase signal, primary screen, cell-based, HEK293, CRE-luciferase reporter, bursicon stimulation; Drosophila bursicon receptor LGR2 (rickets); bursicon-stimulated, 4 h; inhibition, % at 9.99 µM; 0.35% of 380,000 active; AID 720647, 2013;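 active = drop in luminescence signal, shown as inhibition above about 50% in the replicate tests, limit read from the data, passing the limit was not always enough; inconclusive = probably only some replicates passing the limit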;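 also: agonist challenge used bursicon conditioned medium at about half maximal strength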
SIRT5 block: SIRT5 desuccinylase inhibitors, primary screen, biochemical, fluorescence imaging, single point, set 5; NAD-dependent protein deacylase sirtuin-5, mitochondrial (Homo sapiens), Q9NXA8; Purified SirT5, succinyl-peptide AMC, trypsin-coupled fluorescence; inhibition, % at 15 µM; 1.1% of 330,000 active; AID 652115, 2013; in the data active = inhibition above about 15%; inconclusive = no clear call, values can overlap the other calls
Target sequence (Q9NXA8 whole entry, looked up): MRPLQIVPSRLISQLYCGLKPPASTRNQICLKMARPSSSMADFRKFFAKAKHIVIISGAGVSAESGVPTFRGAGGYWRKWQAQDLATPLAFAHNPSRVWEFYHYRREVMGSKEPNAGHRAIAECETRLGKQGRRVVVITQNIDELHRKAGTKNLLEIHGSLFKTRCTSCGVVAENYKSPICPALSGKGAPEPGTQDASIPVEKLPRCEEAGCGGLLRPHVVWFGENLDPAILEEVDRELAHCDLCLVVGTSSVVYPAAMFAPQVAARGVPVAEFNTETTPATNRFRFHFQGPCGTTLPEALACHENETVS
EWS-Fli inh: EWS/Fli-driven NR0B1 reporter inhibitors, primary screen, A673 cells, NR0B1 luciferase, luminescence, MLPCN library | 0.67% of 350,000 active | AID 651661, 2012 | viability-normalised | inhibition, % at 12.6 µM;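 active = mean inhibition of at least 50% after viability correction, with every replicate also passing that limit; inconclusive = mean reaches 50% but only one of two replicates passes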;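 also: firefly luciferase signal divided by Alamar Blue viability fluorescence both relative to DMSO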
ARNT-TACC3 inh: disruptors of ARNT/TACC3 protein interaction, primary screen, biochemical, AlphaScreen, single concentration; Transforming acidic coiled-coil-containing protein 3 (Homo sapiens), Q9Y6A5; AlphaScreen His-ARNT PAS-B/GST-TACC3 binding, luminescence; TACC3 fragment carries E629A point mutation; inhibition, % at 9.99 µM; 0.66% of 390,000 active; AID 623870, 2012;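 active = mean inhibition of replicates at least 50% and at least half of replicates each reaching 50%; inconclusive = half or more replicates reach 50% but mean below 50%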;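 also: 0% = complete ARNT plus TACC3 wells and 100% = ARNT alone without TACC3; many hits fall short of the cut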
Active calls of the source: *; ? = inconclusive; . = not tested or not shown; & = joins results of further samples.

SMILES	PAX8 reporter	DENV2 CPE rescue	Casp6 inh	LGR2 inh	SIRT5 block	EWS-Fli inh	ARNT-TACC3 inh
COCCN1C(=O)c2oc3ccccc3c(=O)c2C1c1cccc(O)c1 (configuration not stated)	-11	7	1	11	.	1	.
O=C(NCc1ccccc1)[C@@H]1[C@@H](CO)[C@@H]2Cn3c(cccc3=O)[C@H]1N2Cc1cccnc1	-7	2	-4	-6	4	-5	-3
O=C(CSCc1ccc(Cl)cc1)NCCSCc1ccco1	-1	-5	2	.	2	-8	-4
CCN1C(=O)NC(c2ccccc2)C1=O (configuration not stated)	-14	-9	-2	.	-4	3	.
COc1cccc(-c2cnc3c(c2)C(=O)N([C@H](C)CO)C[C@H](C)[C@@H](CN(C)C(=O)Nc2ccccc2F)O3)c1	.	1	-2	12	1	6	-1
Cc1ccc(S(=O)(=O)NCc2nc3ccccc3[nH]2)cc1	-7	-5	1	-12	-1	-38	-13
FC(F)Oc1ccc(NC(=S)Nc2ccc3cn[nH]c3c2)cc1	-42	9	8	-4	-2	-21	4
CC1Cc2ccccc2N1S(=O)(=O)c1cccc(C(=O)NCc2ccco2)c1 (configuration not stated)	9	4	1	7	-1	12	-4
COC(=O)CCC(=O)Nc1ccc2oc3c(c2c1)CCCC3	18	8	0	2	1	9	-8
CC(C)NC(=O)Nc1ccc2c(c1)C(=O)N([C@H](C)CO)C[C@H](C)[C@H](CN(C)C(=O)Nc1cccc3ccccc13)O2	6	2	2	-6	1	.	7
O=C(NC(=S)N1CCN(Cc2ccc3c(c2)OCO3)CC1)c1cccc(Br)c1	76*	-7	-4	-10	-2	17	27
Fc1ccc(NC(=S)N/N=C/c2ccc(F)c(F)c2)c(F)c1	.	.	1	-8	-8	.	-4
CO[C@H]1CN(C)C(=O)c2cc(NS(=O)(=O)CC(F)(F)F)ccc2OC[C@H](C)N(C(=O)NC(C)C)C[C@H]1C	-1	0	-2	4	1	4	0
O=C(NCCNC(=O)c1ccccc1Br)c1cccnc1	-1	11	1	3	-4	.	-1
O=C(c1ccc(-c2cccc(Cl)c2Cl)o1)N1CCOCC1	-190	0	15	-19	1	-93	0
CCCc1nc2nc(C)c(NS(=O)(=O)c3ccc([N+](=O)[O-])cc3)c(=O)n2[nH]1	-13	-2	2	8	-2	1	-5
C[C@H](CO)N1C[C@H](C)[C@H](CN(C)S(=O)(=O)c2ccccc2)Oc2ccc(NS(=O)(=O)c3ccccc3)cc2C1=O	-14	-11	1	1	-1	-2	-8
COCC(=O)N1C[C@H](C)[C@H](OC)CN(C)C(=O)c2cc(NC(=O)c3ccccc3)ccc2OC[C@H]1C	-2	16	1	-11	.	-4	-8
C[C@@H]1CN([C@@H](C)CO)C(=O)c2cccc(NC(=O)Nc3ccc4c(c3)OCO4)c2O[C@H]1CN(C)Cc1ccc(C(F)(F)F)cc1	-12	-1	0	.	1	-12	7
O=c1nc(Nc2ccc(OCc3ccccc3)cc2)sc2ncccc12	16	1	-2	1	-4	-25	-1
O=C(NCc1ccc(Cl)c(Cl)c1)c1cc(C2CCCCN2C(=O)c2cccs2)on1 (configuration not stated)	11	9	-2	10	1	13	.
C[C@H]1CN([C@@H](C)CO)C(=O)c2cc(NC(=O)Cc3cn(C)c4ccccc34)ccc2O[C@@H]1CN(C)S(=O)(=O)c1ccc(F)cc1	.	6	2	3	-3	16	.
COc1ccccc1N1CCN(C(=O)CNS(=O)(=O)c2ccc(Br)s2)CC1	9	3	4	10	-3	3	0
C=CCn1c(=O)c(C(=O)Nc2ccc(C)cn2)c(O)c2ccccc21	-12	-2	-2	0	-1	-11	-3
C[C@@H]1CN([C@H](C)CO)C(=O)Cc2cc(NC(=O)NC3CCCCC3)ccc2O[C@@H]1CN(C)C(=O)Nc1ccccc1	-19	-9	-1	14	-4	1	-2

Next section.
SMILES	PAX8 reporter	DENV2 CPE rescue	Casp6 inh	LGR2 inh	SIRT5 block	EWS-Fli inh	ARNT-TACC3 inh
COc1cc(OC)nc(Nc2nc(C(N)c3ccccc3Cl)cs2)n1 (configuration not stated)	22	-6	-3	5	.	2	.
Cc1ccc(C)c(S(=O)(=O)NCCC(=O)N2CCCC(C(N)=O)C2)c1 (configuration not stated)	-11	-8	1	0	1	-4	0
CCN(Cc1ccccc1)C(=O)CSc1ncn[nH]1	7	12	-6	-7	-9	-1	-1
CC(=O)c1cccc(NC(=O)NCCS(C)=O)c1 (configuration not stated)	.	4	0	-3	-5	-4	-8
CO[C@H]1CC[C@@H]2CCN(C)C(=O)C[C@@H](c3ccccc3)CN(C)C(=O)c3cccc(C#N)c3OC[C@H]1O2	-5	-3	2	8	0	0	-8
COC(=O)CNC(=O)C(CCSC)NC(C)=O (configuration not stated)	4	0	0	9	-2	-2	-2
COC(=O)[C@]12CCCCC=C1N(Cc1ccc3c(c1)OCO3)C(=O)[C@H](CC(=O)NCc1ccc(C)o1)C2	8	16	1	-7	-1	-6	.
COc1cc2ncc(C(=O)c3ccccc3)c(N3CCN(Cc4ccccc4)CC3)c2cc1OC	15	8	0	-8	-3	13	0
C[C@@H](O)C#Cc1ccc2c(c1)O[C@H](CN(C)C(=O)Nc1ccccc1)[C@@H](C)CN([C@@H](C)CO)S2(=O)=O	-17&-20&-17	9&-2&14	0&0&-4	2&12	-2&-2	0&-15&-5	5&0
CC(C)c1nc(CNC(=O)CCc2nnc(-c3ccsc3)o2)cs1	-15	.	6	-23	-4	-16	0
C[C@@H]1CN([C@@H](C)CO)C(=O)c2cccc(NC(=O)C3CCOCC3)c2O[C@@H]1CN(C)CC1CCCCC1	-21	-5	-4	15	3	-2	1
CC(CNC(=O)C(C)(C)C)NC(=O)C(C)(C)C (configuration not stated)	-4	-1	-2	7	-3	11	2
Cc1csc(N/N=C/c2ccc([N+](=O)[O-])cc2)n1	-143	1	4	-51	-3	-67	2
CN(C)/C=C(\C#N)C(=O)N/N=C/c1ccccc1	-38	6	8	-17	8	-17	3
O=C1NC(Cc2ccccc2)c2nc3ccc(F)cc3c(=O)n2-c2ncccc21 (configuration not stated)	1	?	3	-18	-4	1	.
O=C(C[C@@H]1CC[C@@H]2[C@H](COC[C@@H](O)CN2C(=O)Nc2ccccc2)O1)NCc1ccncn1	0	-5	-1	15	10	-12	14
CN1/C(=C\C(=O)c2cccnc2Cl)C(C)(C)c2ccccc21	-23	-10	5	-17	4	-27	.
COc1cccc(CC2(CO)CCCN(Cc3cn[nH]c3-c3ccccc3)C2)c1 (configuration not stated)	4	-9	-3	-9	-3	7	16
CCN(Cc1ccc2c(c1)OCO2)C(=O)CSc1nc(C)nc2sc(C)c(C)c12	4	-2	1	11	3	5	-2
O=S(=O)(NCC[C@H]1CC[C@@H](NS(=O)(=O)c2cccc(F)c2)[C@@H](CO)O1)c1cccc(F)c1	-10	11	-1	-21	-5	-1	.
C/C(=N\NC(=O)c1nnn(-c2nonc2N)c1CN(C)c1ccccc1)c1ccc(O)cc1	21	20	0	-20	4	1	6
COCC(=O)Nc1ccc2c(c1)C(=O)N(C)C[C@@H](OC)[C@@H](C)CN(Cc1ccncc1)[C@H](C)CO2	12	19	0	-6	0	-9	-7
Cc1ccc(S(=O)(=O)NC(=O)C2(C)CCN2C(=O)C2CC2)cc1 (configuration not stated)	4	-6	0	-2	4	-3	.
O=C(CCS(=O)(=O)c1ccccc1)N1CCN(c2ccccc2)CC1	-154	17	-2	-30	2	-31	3
CO[C@H]1CN(C)C(=O)c2cc(NC(=O)C3CCCC3)ccc2OC[C@@H](C)N(CCC(F)(F)F)C[C@@H]1C	2	5	7	-4	2	4	-2

Single records, from the list above. Values in the order: PAX8 reporter, DENV2 CPE rescue, Casp6 inh, LGR2 inh, SIRT5 block, EWS-Fli inh, ARNT-TACC3 inh
`COC(=O)CNC(=O)C(CCSC)NC(C)=O` (configuration not stated) across the screens: 4, 0, 0, 9, -2, -2, -2
`O=S(=O)(NCC[C@H]1CC[C@@H](NS(=O)(=O)c2cccc(F)c2)[C@@H](CO)O1)c1cccc(F)c1` across the screens: -10, 11, -1, -21, -5, -1, .

More records
SMILES	PAX8 reporter	DENV2 CPE rescue	Casp6 inh	LGR2 inh	SIRT5 block	EWS-Fli inh	ARNT-TACC3 inh
CN1CCN(C(=O)c2cc3sc4ccccc4c3s2)CC1	-102	43*	0	15	-5	-39	-15
CCn1cc(C(c2ccccc2)C(C(C)=O)[N+](=O)[O-])c2ccccc21 (configuration not stated)	26	-3	13	28	-3	12	1
Cc1ccccc1S(=O)(=O)N1C[C@H](O)COC[C@@H]2O[C@H](CC(=O)N3CCN(C)CC3)CC[C@H]21	-7	1	2	2	-1	0	-3
CSc1ncccc1C(=O)OCc1ccccc1Cl	-29	.	-6	-55	4	-3	-2
CCc1ccc(C(C#N)=CC=Cc2ccccc2)cc1	-155	4	-2	-95	.	-8	.
NC(=O)[C@@H]1CCCNc2c(I)cc([N+](=O)[O-])cc2C(=O)N[C@@H](Cc2ccccc2)C(=O)N[C@@H](Cc2cnc[nH]2)C(=O)N1	-23	-9	0	-4	.	-4	7
CN1CCN(CC(=O)Nc2ccc(S(=O)(=O)N(C)C)cc2)CC1	14	8	0	-2	-5	20	-6
C(#Cc1ccccc1)CN1CCN(c2ccccn2)CC1	6	0	-3	9	1	-7	-3&-12
CCOC(=O)c1cc(-c2ccccc2C)nn1CC1CC(c2cccnc2)=NO1 (configuration not stated)	-19	-4	2	-4	2	-3	-1
C[C@H]1CN([C@@H](C)CO)C(=O)c2cc(NS(=O)(=O)c3ccc(Cl)cc3)ccc2O[C@H]1CN(C)C(=O)Nc1ccc(F)cc1	-3	-13	0	-4	-1	7	-5
Cc1ccccc1Cn1c(=O)n(C)c(=O)c2sccc21	26	2	-1	11	0	5	-3
COc1ccc(OC)c(NC(=O)CCNC(=O)N2CC(=O)Nc3ccccc32)c1	4	-14	0	17	.	-4	.
CSCCNC(=O)C1(C)CCN1C(=O)c1ccc(C(C)(C)C)cc1 (configuration not stated)	10	10	-1	2	.	8	.
Cc1cc(C)n2c(nc3ccccc32)c1C(=O)NCc1ccccc1	7	-2	-3	9	-11	-4	-12
CCN1Cc2cc(OC)ccc2-c2ccccc2S1(=O)=O	-9	-1	5	-7	7	-7	-6
Cc1ccc2c(c1)C1NC(=S)NC(C)(O2)C1C(=O)Nc1ccc(Cl)cc1 (configuration not stated)	18	.	.	13	.	.	-5
COCCNC(=O)c1ccc(N2CCC3(CC2)OCCO3)c([N+](=O)[O-])c1	17	.	.	16	.	.	-2
Cc1ccc(Cc2c(-c3ccc(Cl)cc3)nc3c4ccccc4ccn23)cc1	2	?	-2	-28	.	-4	.
CN(C1CCCCC1)S(=O)(=O)c1cc2c(cc1Cl)NC(=O)CO2	20	-4	6	5	-6	.	-8
Cc1noc(C)c1NC(=O)N(C)C[C@H]1Oc2ccc(NC(=O)CCC(F)(F)F)cc2C(=O)N([C@@H](C)CO)C[C@@H]1C	-16	11	-3	-1	3	.	-3
C/C=C/c1cnc2c(c1)C(=O)N([C@H](C)CO)C[C@@H](C)[C@H](CN(C)C(=O)c1cccc(F)c1)O2	-1	2	-2	-1	-3	0	1
FC(F)(F)c1ccc(Cl)c(CN2CCN(c3ncc(Cc4ccccc4)cn3)CC2)c1	1	1	-1	-23	-1	10	.
Cc1oc(-c2ccc(-c3ccccc3)cc2)nc1CN1CCN(CC(=O)N(C)C)CC1	-98	-2	20	-106	-5	-37	0
COc1ccccc1N(CC(=O)NC1CCCCC1)C(=O)CNC(=O)c1cccs1	6	0	-2	2	-7	1	-7
CC1CCN(c2ccc(-c3cccc(NC(=O)C(F)(F)F)c3)nn2)CC1	94*	5	5	97*	-5	.	1
CC1CC(C)CN(S(=O)(=O)N2CCCC(C(=O)NC3CCCCC3C)C2)C1 (configuration not stated)	-8	-4	-1	-16	13	11	2
O=C1/C(=C/c2ccccc2)CCc2ccc(Cl)nc21	1	0	6	70*	0	-5	-3
